All columns: NCI-60 one-dose screen, growth in % after 48 h at 10 µM unless noted; 100 = growth as untreated, 0 = no growth, -100 = all killed.
MOLT-4 – MOLT-4 leukemia cells; hit rate 6.9% among 80,000
RPMI-8226 – RPMI-8226 leukemia cells | hit rate 7.5% among 77,000 | AID 1794781
SR – SR leukemia cells | hit rate 8.7% among 73,000
HOP-62 – HOP-62 NSCLC; hit rate 3.9% among 80,000; AID 1794735
CCRF-CEM – CCRF-CEM leukemia; hit rate 7% among 77,000
K-562 – K-562 leukemia. hit rate 7.4% among 78,000. AID 1794777
MDA-MB-468 – MDA-MB-468 breast cancer; hit rate 8.5% among 78,000
MDA-MB-435 – MDA-MB-435 melanoma; hit rate 7.8% among 82,000
* marks the source's active call; other numbers are inactive results; . = no result given; & = joins results of further samples; [ ] = another dose, or the depositor's remark. The calls were made as follows: active = growth percent below 10; inactive = the rest. Compounds as they come (roughly 15% active in at least one column).

Sample of the layout, 15 compounds:
SMILES	MOLT-4	RPMI-8226	SR	HOP-62	CCRF-CEM	K-562	MDA-MB-468	MDA-MB-435
O=S(=O)(Cc1ccccc1)N1C=Cc2ccccc2C1c1c[nH]c2ccccc12 (centres undefined)	70.3	75.6	91.2	90.7	97.8	99.4	86.9	98.7
c1cc(C2CCOCC2)ccn1	105.0	104.0	95.8	101.3	.	101.3	103.9	106.9
CC(C)(NC(=O)c1cc(Cl)c2ccccc2c1O)C(=O)O	66.9	109.6	63.3	77.1	105.6	91.2	99.6	116.9
O=S(=O)(NCCNc1nccc(-c2c(-c3cccc(F)c3)nc3occn23)n1)c1ccc(Cl)cc1	59.5	46.7	40.8	74.9	45.4	47.1	58.7	46.9
COc1ccc2[nH]c(O)c(N=NC(=O)c3ccc4nc(-c5ccc(Cl)cc5)[nH]c4c3)c2c1	15.7	103.1	34.2	48.9	25.7	41.8	-48.3*	81.2
COc1ccccc1NC(=O)c1ccccc1	99.0	103.3	105.1	99.2	96.4	131.6	110.8	104.5
COc1ncc2cc1NS(=O)(=O)c1cccc(c1)C(=O)NCC1=CC=C(S1)c1ccnc3c1SC2=C3C	77.4	58.9	82.2	101.1	84.4	79.5	65.6	100.1
CC1(C)CC[C@]2(CO)CC[C@]3(C)C(=CC[C@@H]4[C@@]5(C)CC[C@H](NCO)C(C)(C)[C@@H]5CC[C@]43C)[C@@H]2C1	-19.7*	-29.1*	-34.7*	-32.1*	0.7*	-36.8*	-70.1*	-5.4*
CCCCCCCCCCNCCC(=O)O	91.9	102.5	82.0	96.5	85.8	101.4	103.5	96.5
CN(C(=O)CN1C(=O)/C(=C/c2cccs2)SC1=S)C1CCS(=O)(=O)C1 (centres undefined)	112.4	105.7	89.2	125.1	98.4	92.4	89.5	99.6
CC([C@H]1CCC2C3CCC4C[C@@H](N)CC[C@]4(C)C3CC[C@@]21C)N(C)C (some centres undefined)	38.6	58.7	18.5	104.0	42.3	21.2	.	0.0*
ClC(Cl)=C1NC(c2ccccc2)=NCc2nccn21	105.1	100.7	102.0	95.7	89.1	115.3	108.5	109.9
O=C(c1ccc(F)cc1)n1cc(-c2ccccc2)c(-c2ccccc2)c1	66.8	84.1	59.2	102.9	84.7	93.6	99.5	93.7
Cn1c(=O)[nH]c2nc(SCC(=O)c3ccc(Br)cc3)[nH]c2c1=O	102.4	100.7	105.5	104.1	100.0	.	102.3	100.0
CC(C)(C)[Si](C)(C)OCC1OC(n2cnc3c(N)ncnc32)C2OC(=S)OC12 (centres undefined)	115.0	102.0	109.1	94.8	98.0	106.1	86.7	110.2

This part in full, previewed entries included:
SMILES	MOLT-4	RPMI-8226	SR	HOP-62	CCRF-CEM	K-562	MDA-MB-468	MDA-MB-435
O=S(=O)(Cc1ccccc1)N1C=Cc2ccccc2C1c1c[nH]c2ccccc12 (centres undefined)	70.3	75.6	91.2	90.7	97.8	99.4	86.9	98.7
c1cc(C2CCOCC2)ccn1	105.0	104.0	95.8	101.3	.	101.3	103.9	106.9
CC(C)(NC(=O)c1cc(Cl)c2ccccc2c1O)C(=O)O	66.9	109.6	63.3	77.1	105.6	91.2	99.6	116.9
O=S(=O)(NCCNc1nccc(-c2c(-c3cccc(F)c3)nc3occn23)n1)c1ccc(Cl)cc1	59.5	46.7	40.8	74.9	45.4	47.1	58.7	46.9
COc1ccc2[nH]c(O)c(N=NC(=O)c3ccc4nc(-c5ccc(Cl)cc5)[nH]c4c3)c2c1	15.7	103.1	34.2	48.9	25.7	41.8	-48.3*	81.2
COc1ccccc1NC(=O)c1ccccc1	99.0	103.3	105.1	99.2	96.4	131.6	110.8	104.5
COc1ncc2cc1NS(=O)(=O)c1cccc(c1)C(=O)NCC1=CC=C(S1)c1ccnc3c1SC2=C3C	77.4	58.9	82.2	101.1	84.4	79.5	65.6	100.1
CC1(C)CC[C@]2(CO)CC[C@]3(C)C(=CC[C@@H]4[C@@]5(C)CC[C@H](NCO)C(C)(C)[C@@H]5CC[C@]43C)[C@@H]2C1	-19.7*	-29.1*	-34.7*	-32.1*	0.7*	-36.8*	-70.1*	-5.4*
CCCCCCCCCCNCCC(=O)O	91.9	102.5	82.0	96.5	85.8	101.4	103.5	96.5
CN(C(=O)CN1C(=O)/C(=C/c2cccs2)SC1=S)C1CCS(=O)(=O)C1 (centres undefined)	112.4	105.7	89.2	125.1	98.4	92.4	89.5	99.6
CC([C@H]1CCC2C3CCC4C[C@@H](N)CC[C@]4(C)C3CC[C@@]21C)N(C)C (some centres undefined)	38.6	58.7	18.5	104.0	42.3	21.2	.	0.0*
ClC(Cl)=C1NC(c2ccccc2)=NCc2nccn21	105.1	100.7	102.0	95.7	89.1	115.3	108.5	109.9
O=C(c1ccc(F)cc1)n1cc(-c2ccccc2)c(-c2ccccc2)c1	66.8	84.1	59.2	102.9	84.7	93.6	99.5	93.7
Cn1c(=O)[nH]c2nc(SCC(=O)c3ccc(Br)cc3)[nH]c2c1=O	102.4	100.7	105.5	104.1	100.0	.	102.3	100.0
CC(C)(C)[Si](C)(C)OCC1OC(n2cnc3c(N)ncnc32)C2OC(=S)OC12 (centres undefined)	115.0	102.0	109.1	94.8	98.0	106.1	86.7	110.2

Copied from the entries so far (two entries):
SMILES	MOLT-4	RPMI-8226	SR	HOP-62	CCRF-CEM	K-562	MDA-MB-468	MDA-MB-435
CCCCCCCCCCNCCC(=O)O	91.9	102.5	82.0	96.5	85.8	101.4	103.5	96.5
CN(C(=O)CN1C(=O)/C(=C/c2cccs2)SC1=S)C1CCS(=O)(=O)C1 (centres undefined)	112.4	105.7	89.2	125.1	98.4	92.4	89.5	99.6

(further entries)
SMILES	MOLT-4	RPMI-8226	SR	HOP-62	CCRF-CEM	K-562	MDA-MB-468	MDA-MB-435
CC(=O)OCC1O[C@@H](O[C@@H]2O[C@H](CO[Si](C)(C)C(C)(C)C)[C@H]3CCCC[C@@H]23)[C@@H](OC(C)=O)C(OC(C)=O)[C@@H]1OC(C)=O (some centres undefined)	81.2	86.1	86.4	95.6	88.0	82.9	103.6	95.2
CCCCCCCNCCCCCC	96.6	82.4	.	91.3	93.5	94.0	113.2	100.4
O=c1[nH]c(Cn2nnc(-c3ccccc3)n2)nc2sc3c(c12)CCCC3	91.9	103.8	148.4	109.9	95.2	106.9	.	98.7
O=C(O)/C=C\c1ccc(N=[N+]([O-])c2ccc(/C=C\C(=O)O)cc2)cc1	.	108.9	.	94.9	.	.	106.6	112.5
Cc1ccc(C(=O)Nc2cc(-n3cnc(F)c3)cc(C(F)(F)F)c2)cc1C#Cc1cnc2cccnn12	44.7	33.1	18.6	85.7	29.0	-9.2*	81.7	46.4
C=C1C(=O)O[C@H]2[C@H]1CC/C(COC(=O)NCCc1c[nH]c3ccc(Cl)cc13)=C\CC[C@@]1(C)O[C@@H]21	-6.9*	-31.9*	-4.6*	64.6	-18.3*	-13.2*	-59.0*	-91.5*
O=C1Nc2ccccc2/C1=C/c1ccc(OCc2ccc(Cl)cc2)cc1	76.8	78.3	92.2	106.4	91.3	80.7	88.7	97.2
CCNc1ccccc1C(=O)O	31.5&92.3	105.7&80.7	98.3&32.9	89.7&96.9	107.9&100.1	104.1&81.8	117.3&101.1	97.0&87.7
Cc1cc(N2CCOCC2)nc(-n2ccnc2)n1	89.6	94.0	102.8	94.0	92.1	95.7	89.5	112.5
C=C(C)[C@@H]1CC[C@]2(CO)CC[C@]3(C)[C@H](CC[C@@H]4[C@@](C)(CCCO)[C@H](C(=C)C)CC[C@]43C)[C@@H]12	40.4	37.8	60.6	92.7	63.5	39.6	43.9	70.8
CCOC(=O)c1ccc2n1CCc1cnc(NC(C)=O)nc1-2	112.7	106.9	103.5	.	100.8	114.6	103.3	105.2
CCOC(=O)CC(C#N)c1ccc([N+](=O)[O-])cc1 (centres undefined)	104.1	99.0	108.3	107.9	100.9	101.5	101.4	105.0
c1ccc(C(Nc2ccccn2)(c2ccccc2)c2ccccc2)cc1	66.3	34.7	97.0	99.0	81.2	56.0	52.7	96.5
O=C(Nc1ccc2c(c1)OCO2)C1CC(=O)N(c2ccc3c(c2)CCC3)C1 (centres undefined)	64.6[50 µM]	79.8[50 µM]	68.0[50 µM]	38.9[50 µM]	81.3[50 µM]	81.8[50 µM]	81.4[50 µM]	95.4[50 µM]
CCCN(CCC)c1ccc(NC(=O)c2cc(OC)c(OC)c(OC)c2)cc1	81.0	79.6	79.9	107.7	92.3	91.7	62.2	101.5
Nc1ccc(Nc2ncnc3sc4c(c23)CCN(Cc2ccccc2)C4)cc1	87.8	94.3	82.9	103.5	95.1	96.7	90.4	101.8
COC(=O)/C=C(/CC(=O)OC)Nc1ccc(OC)cc1	103.6	98.2	88.1	95.1	92.2	81.7	96.4	93.0
COc1ccc(-c2nnc(/C=C/c3cn(-c4ccccc4)nc3-c3ccccc3)o2)cc1OC	93.7	81.6	85.3	100.3	102.7	114.1	101.7	93.6
O=c1[nH]c(N2CCNCC2)nc2sc3c(c12)CCCC3	89.9	92.3	96.0	78.6	93.1	99.1	94.6	98.6
CC(=O)ON1CCCC(P(=O)(NCc2ccc(F)cc2)OCc2ccc([N+](=O)[O-])o2)C1=O (centres undefined)	97.4	110.5	.	104.4	107.9	102.8	103.1	101.0
Cc1nc(Br)c(Br)n1Cc1ccccc1	90.4	83.5	86.6	93.9	90.7	85.9	77.5	93.1
COc1ccc(Nc2ncccc2NC(=O)c2cn(Cc3cccc(Oc4ccccc4)c3)nn2)cc1	65.3	86.0	74.2	105.5	91.4	73.8	89.8	77.8
COc1ccc(C(=O)NNC(=O)c2cc(OC)c(OC)c(OC)c2)cc1O	87.5	87.7	84.6	87.6	84.5	97.0	96.7	77.0
C=CCN=C(NC#N)SC	104.7	86.6	91.1	97.7	96.9	94.2	98.5	101.8
CCn1cc(C(=O)O)c(=O)c2cc(F)c(N3CCN(C(=O)CSc4nc(N)cc(=O)[nH]4)CC3)cc21	107.8	97.9	92.1	97.6	92.8	101.1	95.0	108.7
COc1cc(/C=C/C(=O)c2ccc(NC(=O)CSc3nnc(-c4ccccc4)o3)cc2)cc(OC)c1OC	60.6	46.2	49.2	103.9	67.0	58.4	74.8	91.7
O=C(Nc1ccc2ccccc2c1[N+](=O)[O-])c1ccccc1	86.7	71.6	56.9	109.4	50.0	61.9	87.5	48.0
CCn1c(Sc2nnc(NC(=O)CN3CCCCC3)s2)nc2c1c(=O)n(C)c(=O)n2C	94.5	.	90.4	103.2	103.5	100.1	100.4	101.4
NS(=O)(=O)c1ccc(N2N=C(c3ccc(-c4ccccc4)cc3)CCC2=O)cc1	81.1	57.2	52.1	98.0	69.9	52.7	70.1	106.2
CC(=O)OC1COC(OC(C)=O)CO1 (centres undefined)	103.3	106.9	99.3	98.9	101.3	102.0	101.4	109.1
ClCC1(CSc2ncnc3nc[nH]c23)COC1	105.1	96.9	80.8	98.8	91.9	98.9	101.7	99.4
CN1CCN(Cc2cc(=O)oc3ccc4ccccc4c23)CC1	.	97.2	.	91.7	96.7	.	63.9	102.0
CN1C(=O)C(=Cc2ccc(OCC(=O)N3CCOCC3)cc2)C(=O)N(C)C1=O	102.3	116.2	96.1	106.3	98.6	98.2	111.3	105.5
CCN(CC)S(=O)(=O)c1ccc(S(=O)(=O)N2CCC[C@@H](C(=O)NC3COC3)C2)cc1	94.7	54.6	66.5	69.1	73.4	67.0	52.1	96.0
O=C(Nc1ccc(Cl)cc1)N1CCN(C(c2ccc(F)cc2)c2ccc(F)cc2)CC1	64.7	64.0	94.3	70.4	63.1	53.3	86.3	89.6
CN(C(=O)c1cc2ccccc2[nH]1)c1ccccc1C(=O)O	105.3	93.9	107.8	104.7	107.2	99.8	98.4	106.8
CN(C)N=Nc1cccc(Cl)c1	95.6	97.6	91.0	92.8	97.3	109.7	100.1	102.9
O=C(NO)c1ccc(CN2CCN(c3nc(-c4ccccc4)c4ccccc4n3)CC2)cc1	22.9	24.5	8.6*	2.9*	12.0	11.4	-14.2*	27.8
O=C(O)CNC(=O)CCc1nc2c(=O)[nH]c(=S)[nH]c2[nH]c1=O	102.5	110.3	120.6	97.3	99.6	102.6	99.4	105.4
CC1CC=CCC1C(=O)OCCOC(=O)C1CC=CCC1C (centres undefined)	90.6	102.0	91.6	100.8	87.2	92.3	102.3	112.4
CCOC(=O)/C(Cc1ccnnc1)=N\O	98.7	108.7	90.7	105.6	107.5	99.5	104.8	109.4
Cc1ccc(Nc2oc(-c3ccccc3)nc2[P+](c2ccccc2)(c2ccccc2)c2ccccc2)cc1	-2.2*	-38.3*	8.8*	-51.1*	6.3*	0.6*	-77.1*	-62.8*
O=C(NC1CCCCCCC1O)c1ccccc1 (centres undefined)	72.5	110.3	95.0	.	93.3	84.9	.	106.7
O=C(O)c1ccc(-c2nn(-c3ccc(C(=O)O)cc3)cc2CNc2ncccc2F)cc1	106.9	.	114.9	107.8	110.6	99.7	106.4	100.7

Screens: PubChem BioAssay, NCI
